Screening data: PubChem, several laboratories
Ba/F3 V617F tox: reduced viability of JAK2V617F-dependent Ba/F3 cells, primary screen, JAK2V617F inhibitor project, cell-based, Ba/F3 EpoR-JAK2V617F, luminescence; actives 1.1% (n = 220,000); AID 1446, 2008; inhibition, % at 5.6 µM; ATP luminescence;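 active = inhibition above the campaign mean plus 3 SD over all tested compounds, cut at about 24% in these data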;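 note: cytokine-independent growth of Ba/F3 cells driven by EpoR plus mutant JAK2; 0% = DMSO-treated cells and 100% = JAK inhibitor I control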
S1P4 antag: S1P4 receptor antagonists, primary screen, cell-based. Sphingosine 1-phosphate receptor 4 (Homo sapiens), O95977. S1P4-expressing cells, antagonist mode, reporter read-out. inhibition, % at 4.98 µM. actives 0.26% (n = 220,000). AID 1510, 2009; in the data active = inhibition above about 29%;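 note: 0% = wells stimulated with agonist and 100% = vehicle wells without agonist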
p47phox inh: p47phox/p22phox peptide binding inhibitors, primary screen, biochemical, uHTS, NADPH oxidase regulatory subunit; Neutrophil cytosol factor 1 (Homo sapiens), P14598; fluorescence polarization, 2 h; AID 1274, 2008; actives 0.53% (n = 220,000); inhibition, % at 24.7 µM;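 active = inhibition above about 30%, limit read from the data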;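 note: 0% = p47phox with labelled peptide and 100% = labelled peptide alone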
Target sequence (P14598 whole entry, looked up): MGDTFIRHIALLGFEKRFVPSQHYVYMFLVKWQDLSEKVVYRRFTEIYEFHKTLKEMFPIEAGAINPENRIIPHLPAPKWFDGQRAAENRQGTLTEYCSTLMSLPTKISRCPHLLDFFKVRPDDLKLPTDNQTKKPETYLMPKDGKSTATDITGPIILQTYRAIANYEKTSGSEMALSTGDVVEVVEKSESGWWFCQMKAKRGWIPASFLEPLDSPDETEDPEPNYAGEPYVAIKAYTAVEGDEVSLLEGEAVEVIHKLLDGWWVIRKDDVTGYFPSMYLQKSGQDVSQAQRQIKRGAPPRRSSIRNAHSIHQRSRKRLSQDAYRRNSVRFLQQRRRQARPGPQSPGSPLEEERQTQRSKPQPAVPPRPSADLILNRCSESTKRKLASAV
NPY Y1 blocker: NPY-Y1 receptor antagonists, primary screen, cell-based | inhibition, % at 3.6 µM | HEK293-CNG Y1 cells, membrane potential fluorescence; NPY at EC95, then isoproterenol | actives 1% (n = 200,000) | AID 1040, 2008;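 active = inhibition above the campaign mean inhibition of all tested compounds plus 3 SD, cut at about 20% in these data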;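 note: 0% = DMSO wells given NPY plus isoproterenol and 100% = isoproterenol alone without NPY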
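Test system: HEK293 cells co-expressing NPY Y1 receptor and cyclic-nucleotide gated channel; Also added: NPY (25 nM), isoproterenol (1 µM), Ro 20-1724 (25 µM); Compound dosing: one concentration, 3.6 µM, in 0.4% DMSO; Timing: dye 3 h, compound 60 min room temperature, stimulation 45 min; Technique: Membrane-potential fluorescent dye readout.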
BaF3 parental: parental Ba/F3 cell viability inhibition, counter-screen for JAK2V617F inhibitor project, murine pro-B, CellTiter-Glo luminescence; CellTiter-Glo ATP luminescence; inhibition, % at 5.6 µM; actives 1.1% (n = 220,000);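 active = inhibition above a per-campaign cutoff, the mean inhibition of all tested compounds plus 3 SD, cut at about 27% in these data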;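 note: 0% = DMSO wells and 100% = JAK Inhibitor I control wells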
NPY-Y2 PAM-ag: NPY-Y2 potentiators or agonists, primary screen, cell-based | AID 1359, 2008 | actives 0.45% (n = 220,000) | cells expressing NPY-Y2, potentiator/agonist read-out | activation, % at 3.6 µM; in the data active = activation above about 27%;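 note: cells stimulated with NPY near EC25 plus isoproterenol at EC100; 0% = vehicle plus submaximal agonist and 100% = vehicle plus saturating agonist; some results beyond the cut were filed as inactive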
Target sequence (P49146 whole entry, looked up): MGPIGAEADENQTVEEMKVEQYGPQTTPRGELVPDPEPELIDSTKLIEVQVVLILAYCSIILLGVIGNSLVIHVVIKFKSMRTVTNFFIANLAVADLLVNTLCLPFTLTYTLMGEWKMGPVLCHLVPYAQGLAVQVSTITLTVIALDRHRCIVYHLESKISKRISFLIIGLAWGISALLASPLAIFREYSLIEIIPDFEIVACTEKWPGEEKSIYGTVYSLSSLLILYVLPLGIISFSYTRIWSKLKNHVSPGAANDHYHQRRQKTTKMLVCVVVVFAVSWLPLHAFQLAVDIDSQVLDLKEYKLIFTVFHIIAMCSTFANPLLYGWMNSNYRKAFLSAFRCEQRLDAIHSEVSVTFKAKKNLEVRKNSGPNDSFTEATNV
CHOP inhibitor: inhibitors of CHOP promoter induction, primary screen, cell-based, unfolded protein response, luciferase reporter | AID 2732, 2010 | CHO-K1 CHOP-promoter luciferase, tunicamycin-induced, 15-18 h | actives 3.8% (n = 220,000) | inhibition, % at 10 µM;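 active = compounds that reduced the stress-induced luciferase reporter signal by more than about 70% of percent inhibition, limit read from the data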;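 note: 0% = tunicamycin plus vehicle and 100% = wells without tunicamycin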
S1P4 agonist: S1P4 receptor agonists, primary screen, cell-based. Sphingosine 1-phosphate receptor 4 (Homo sapiens), O95977. S1P4-expressing cell line, agonist reporter assay. activation, % at 4.98 µM. actives 0.35% (n = 220,000); in the data active = activation above about 11%;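 note: 0% = DMSO vehicle and 100% = reference agonist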
NPY-Y1 PAM-ag: NPY-Y1 receptor potentiators or agonists, primary screen, cell-based; Neuropeptide Y receptor type 1 (Homo sapiens), P25929; NPY-Y1 expressing cells, potentiator/agonist activation; activation, % at 3.6 µM; actives 0.37% (n = 220,000); in the data active = activation above about 33%, passing the limit was not always enough;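 note: cells stimulated with NPY at EC10 then isoproterenol at EC100; 0% = low agonist plus stimulus and 100% = saturating agonist plus stimulus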
* hit, by the source's call; nt = not tested or not shown. Rows are unselected; 7.1% or so of the library scored in one or more.

canonical_smiles,BaF3 parental,p47phox inh,CHOP inhibitor,Ba/F3 V617F tox,NPY-Y1 PAM-ag,NPY Y1 blocker,S1P4 antag,NPY-Y2 PAM-ag,S1P4 agonist
O=C(CCCCCN1C(=O)c2ccccc2C1=O)NCCc1nc2ccccc2[nH]1,6,-10,16,-1,-27,7,-10,-12,-1.6
Oc1ccccc1CNc1ccc(Br)cn1,4,-16,-9,-2,8,6,1,12,1.9
N#Cc1cnn2c1nc(N1CCCCC1)c1ccccc12,8,-9,52,-1,-16,-1,-8,-10,0.4
COc1cccc(N2CCN(c3ncnc4c3[nH]c3ccccc34)CC2C)c1 (centres undefined),10,-17,109*,0,28,6,8,2,-0.8
Cc1ccc(SCCn2nc(C(=O)O)c3ccccc3c2=O)cc1,6,-11,32,1,3,14,12,-22,0.9
Cc1ccc(C(=O)NCC(=O)NC2CCCC2)cc1,1,3,6,-1,-7,1,14,5,1.1
CC(C)CC1c2[nH]c3ccccc3c2CCN1C(=O)CCC(=O)N(C)C (centres undefined),-1,-6,-8,-5,3,1,-8,12,-0.1
CCNS(=O)(=O)c1ccc2nc(NC(=O)c3cccnc3)sc2c1,6,-20,1,0,-25,7,1,-3,-0.3
O=C(CC1C(=O)NCCN1Cc1cccc(Oc2ccccc2)c1)NCCCn1cccn1 (centres undefined),2,0,18,-1,7,-3,2,2,-0.1
Cc1cc(C)nc(NNC(=O)NC2CCCCC2)n1,3,10,-8,-4,-4,0,-25,-5,1.5
CC(OC(=O)c1ccco1)C(=O)NCc1cccs1 (centres undefined),6,-7,14,1,15,4,-20,6,2.5
COc1ccc(OCc2nnc(SCC(=O)c3c(N)n(C)c(=O)n(C)c3=O)n2-c2ccccc2F)cc1,9,-7,8,0,-20,-4,-8,12,1.8
Fc1ccc(-c2nnc(SCc3ncc(-c4ccccc4)o3)n2CC2CCCO2)cc1 (centres undefined),2,-1,40,-2,38,-1,-15,8,0.3
CCC(c1nnnn1Cc1ccc2c(c1)OCO2)N1CCN(c2ccc(OC)cc2)CC1 (centres undefined),-2,1,36,-1,-13,14,-7,3,-1.2
CC(/C=C/c1ccccc1)=N\NC(N)=S,0,-5,10,1,10,2,2,25,-2.8
Nn1c(Cc2cccc3ccccc23)nnc1SCC(=O)N1CC(=O)Nc2ccccc21,-2,-15,21,-8,21,-7,-15,12,1.6
CCOC(=O)N1C=CC(C)=C[C@@H]2[C@@H](N3C(=O)c4ccccc4C3=O)C(=O)N21,6,-9,46,2,-25,-1,-16,3,-0.9
CC(C)N(C(=O)COc1ccc(Br)cc1Cl)C(C)C,6,-11,59,0,1,8,-2,1,0.2
O=C(CCCCCCCCCCC(=O)NCc1cccnc1)NCc1cccnc1,-4,-7,1,-1,4,nt,-4,-3,1.5
CCCCNC(=S)NNC(=O)c1csc(C)c1,0,-20,-6,-2,-2,-4,15,17,-1.5
CSc1ccccc1NC(=O)CN(C)C(C)C(=O)Nc1ccc(C#N)cc1 (centres undefined),4,-1,17,1,-2,7,-4,-5,-0.2
CC(C)CCNC(=O)NC(=O)COC(=O)/C=C/c1cc(Br)ccc1F,5,-4,66,1,18,7,-3,-1,0.1
Cc1cc(=O)oc2cc(Oc3ncccc3[N+](=O)[O-])ccc12,3,-7,10,2,-3,2,0,-4,-0.6
Cc1ccc(O)c(NC(=O)C2CC(c3c(F)cccc3Cl)=NO2)c1 (centres undefined),1,-5,28,0,12,8,13,2,-1.2
Cc1ccc(-c2nnn(CC(=O)N(CC(=O)NC3CCCC3)c3ccc(F)c(Cl)c3)n2)o1,1,-2,21,-1,-3,1,-10,-7,-1.4
O=C(c1nn(-c2ccccc2)c(=O)c2ccccc12)N1CCN(c2ccccn2)CC1,-1,-8,0,-2,20,6,-4,5,-2.1
COC(=O)c1ccc(NC(=S)NC2CC(C)(C)NC(C)(C)C2)cc1,3,-13,20,0,24,-4,-6,12,-0.6
CCOC(=O)/C(N)=C/c1ncc(C(F)(F)F)cc1Cl,4,3,11,-2,-20,7,-10,0,-3.0
CN(C)Cc1nc2ccccc2c(=O)n1CC#N,0,-9,-30,-4,9,-7,3,14,-2.6
CCOC(=O)/C(C#N)=C/N=c1ccc(C)cn1C,-4,-4,-32,-1,0,nt,3,4,-1.8

Seven compounds already listed, ordered by heavy-atom count, rising.
canonical_smiles,BaF3 parental,p47phox inh,CHOP inhibitor,Ba/F3 V617F tox,NPY-Y1 PAM-ag,NPY Y1 blocker,S1P4 antag,NPY-Y2 PAM-ag,S1P4 agonist
CCOC(=O)/C(C#N)=C/N=c1ccc(C)cn1C,-4,-4,-32,-1,0,nt,3,4,-1.8
CCOC(=O)/C(N)=C/c1ncc(C(F)(F)F)cc1Cl,4,3,11,-2,-20,7,-10,0,-3.0
Cc1ccc(SCCn2nc(C(=O)O)c3ccccc3c2=O)cc1,6,-11,32,1,3,14,12,-22,0.9
CC(C)CCNC(=O)NC(=O)COC(=O)/C=C/c1cc(Br)ccc1F,5,-4,66,1,18,7,-3,-1,0.1
Cc1ccc(-c2nnn(CC(=O)N(CC(=O)NC3CCCC3)c3ccc(F)c(Cl)c3)n2)o1,1,-2,21,-1,-3,1,-10,-7,-1.4
O=C(CC1C(=O)NCCN1Cc1cccc(Oc2ccccc2)c1)NCCCn1cccn1 (centres undefined),2,0,18,-1,7,-3,2,2,-0.1
COc1ccc(OCc2nnc(SCC(=O)c3c(N)n(C)c(=O)n(C)c3=O)n2-c2ccccc2F)cc1,9,-7,8,0,-20,-4,-8,12,1.8

The main list resumes, repeating the 3 entries before the break.
canonical_smiles,BaF3 parental,p47phox inh,CHOP inhibitor,Ba/F3 V617F tox,NPY-Y1 PAM-ag,NPY Y1 blocker,S1P4 antag,NPY-Y2 PAM-ag,S1P4 agonist
CCOC(=O)/C(N)=C/c1ncc(C(F)(F)F)cc1Cl,4,3,11,-2,-20,7,-10,0,-3.0
CN(C)Cc1nc2ccccc2c(=O)n1CC#N,0,-9,-30,-4,9,-7,3,14,-2.6
CCOC(=O)/C(C#N)=C/N=c1ccc(C)cn1C,-4,-4,-32,-1,0,nt,3,4,-1.8
CCOC(=O)c1c(C)n(-c2ccc(C)cc2)c2ccc(OCC(O)CNCCCO)cc12 (centres undefined),4,-2,-7,2,-71,29*,12,-56,-1.8
Cc1cccc(C(=O)Nc2cccc(C(=O)N/N=C/c3ccncc3)c2)c1,9,-1,33,0,-23,-4,5,-1,-1.4
O=C1NC2(CCCCC2)N=C1c1ccc(Br)cc1,1,1,-11,-3,-5,4,5,9,2.5
COCCn1c(N)c(C(=S)NC(=O)c2cccs2)c(=O)[nH]c1=O,3,-18,-30,4,-15,nt,6,-6,-1.1
CC(=O)NC(Cc1ccccc1)C(=O)NC1CCN(C(=O)c2ccc([N+](=O)[O-])cc2)CC1 (centres undefined),-4,-11,6,-4,-22,10,-15,-5,-0.9
Cc1c(-c2ccccc2)[n+](=O)c2c(n1[O-])CCC2,-1,-11,23,0,-22,-1,-3,3,-0.3
CCOC(=O)c1c(NC(=S)NCCc2ccccc2)sc2c1CC(C(C)C)OC2 (centres undefined),1,-13,15,0,-28,6,-7,-12,1.1
COc1ccc(CCNC(=O)CSc2nnnn2-c2ccccc2OC)cc1OC,3,-2,14,-1,17,-3,-15,-18,0.0
Fc1ccccc1/C=C1\CCCC2=C1Nc1ncnn1C2c1ccccc1F (centres undefined),4,9,108*,-2,14,-2,9,25,0.1
COc1cc2c(cc1Cl)C(=O)C(F)(c1ccccc1)C(=O)N2 (centres undefined),0,-3,17,0,14,nt,26,-8,0.6
CCOC(=O)N1CCC(NC(=O)c2cc3c(C)nc4ccccc4c3o2)CC1,4,5,5,-1,-6,5,-25,-10,-1.3
CC(=O)C1=NN(c2ccc(Cl)cc2)C(c2ccc3c(c2)OCO3)N(C(C)=O)N1C (centres undefined),5,-16,14,-2,-8,nt,2,7,1.3
CCOc1ccc(N(C(=O)/C=C/C(=O)Nc2cc(C)on2)C(C(=O)NC2CCCC2)c2ccccc2C)cc1 (centres undefined),9,3,69,-2,21,-4,-16,9,-1.0
CC(=O)Nc1ccc(S(=O)(=O)NCc2cn3c(C)csc3n2)cc1,3,-7,12,-1,-7,2,-9,6,0.5
O=C(COC(=O)c1cccc(F)c1)Nc1cccnc1Cl,10,29,-6,3,0,-1,4,-12,-0.2
O=C(O)CCC(=O)NNC(=O)CCC(=O)NCc1ccccc1,4,1,-4,3,4,-3,-11,-8,-0.8
COc1ccc(/C=N/NC(=O)c2ccncc2)cc1COc1ccc(NC(C)=O)cc1,1,-24,15,0,6,nt,-18,5,2.0
CCOC(=O)c1[nH]c(Cc2[nH]c(C(=O)OCC)c(C)c2CCC(=O)OC)c(CCC(=O)OC)c1C,1,-14,85*,-3,8,7,8,-6,1.4
C/C(=N\NC(=O)C1(C)CC1(Br)Br)c1ccc(NC(=O)C2CCC2)cc1 (centres undefined),0,-5,0,-5,-8,-6,-3,8,1.4
CC1=C(C(=O)OCc2ccccc2)C(c2ccsc2)C(C#N)=C(N)O1 (centres undefined),4,-6,-2,4,-9,-2,2,-4,1.7
COC(=O)c1cccc(NC(=O)c2ccc3c(c2)C(=O)N(CC2CCCO2)C3=O)c1 (centres undefined),5,-13,21,-1,0,-3,-7,6,2.4
CCOC(=O)c1ccccc1NC(=O)CN(c1ccccc1OC)S(C)(=O)=O,3,-4,-6,0,17,-3,-5,-5,2.0
NC(=O)CSc1nnc2ccc(-c3ccco3)nn12,3,-3,-5,2,-10,-3,-6,-5,0.9
O=C(COc1ccc(F)cc1)N1CCc2ccccc2C1,22,-7,11,4,12,-1,13,-13,0.7
CCn1nc(NC(=O)c2cccnc2)c2cc3cccc(C)c3nc21,0,-30,38,1,15,-7,-13,-6,3.5
CC1=CSC2=NS(=O)(=O)CCN12,1,5,9,-2,-2,nt,-2,11,0.7
COc1ccc(NC(=S)Nc2ccccc2OC)c(OC)c1,3,-4,-6,-1,18,1,1,1,1.4
CC(C)(C)n1nnnc1C(c1cccnc1)N(Cc1ccccc1)Cc1ccco1 (centres undefined),6,-6,44,-1,-1,18,-1,-4,1.9
